NTR1 ag: agonists of NTR1, primary screen, imaging, U2OS cells, beta-arrestin-GFP, high content (AID 493036) | Neurotensin receptor type 1 (Homo sapiens), P30989 | NTR1-U2OS beta-arrestin-GFP spot imaging, agonist mode | activation, % at 20 µM | 330,000 compounds, 0.17% hits;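 active = activation at or above 40% of the spot to cytoplasm intensity ratio, with at least 20 cells analyzed; inconclusive = wells under 20 cells, flagged as cytotoxic or low count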;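 note: 0% = DMSO without peptide and 100% = 100 nM NTR1 peptide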
Target sequence (P30989 whole entry, looked up): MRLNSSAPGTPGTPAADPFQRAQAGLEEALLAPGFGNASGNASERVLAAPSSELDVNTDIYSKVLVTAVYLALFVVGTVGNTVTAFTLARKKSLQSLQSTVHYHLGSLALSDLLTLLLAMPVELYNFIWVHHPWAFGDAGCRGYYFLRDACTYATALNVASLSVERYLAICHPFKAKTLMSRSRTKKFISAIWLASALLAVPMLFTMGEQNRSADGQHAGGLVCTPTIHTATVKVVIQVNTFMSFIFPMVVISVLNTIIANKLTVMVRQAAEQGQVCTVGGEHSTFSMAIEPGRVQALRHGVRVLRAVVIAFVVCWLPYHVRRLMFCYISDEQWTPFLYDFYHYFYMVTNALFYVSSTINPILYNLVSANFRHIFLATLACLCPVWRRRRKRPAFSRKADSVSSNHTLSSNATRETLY
RSV CPE inhibition: RSV antiviral activity via CPE protection, HEp-2 cells, primary 10 µM value included (AID 2391); HEp-2 cells, RSV-induced CPE inhibition; higher % means a stronger effect; CPE inhibition, % at 10 µM; hits with a dose series show IC50 in µM; 310,000 compounds, 0.13% hits; in the data active = a potency from the dose series; inconclusive = CPE inhibition mostly from about 23% at the one dose, without a potency; inactive = the rest, 99 in 100 with CPE inhibition below about 21%; note: strong numbers were not always called active
MgcRacGAP inhibition: MgcRacGAP GTPase-activating activity inhibitors, confirmation, biochemical, ADP Hunter fluorescence; one-dose inhibition, % at 30 µM; IC50 in µM for titrated hits; 340,000 compounds, 0.6% hits; Rac GTPase-activating protein 1 (Homo sapiens); MgcRacGAP-stimulated Rac1 GTP hydrolysis, ADP Hunter fluorescence; higher % means a stronger effect; GST-tagged Rac1 F28L mutant substrate;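 active = first-screen hits whose inhibition reached a set limit at any dose in the follow-up dose series; inconclusive = inhibition above the set first-screen limit but never retested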;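 note: fluorescence reports GDP produced by GAP-driven GTP hydrolysis; strong numbers were not always called active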
AID2073: inhibitors of Mint1-CaV2.2 protein interaction, biochemical, HTRF (AID 2073); HTRF protein-protein interaction, Mint1-CaV2.2; higher % means a stronger effect; inhibition, % at 20 µM, or IC50 in µM where a hit was titrated; 290,000 compounds, 0.19% hits; Voltage-dependent N-type calcium channel subunit alpha-1B (Homo sapiens); in the data active = inhibition mostly above about 51%, no sharp cut-off; inconclusive = no clear call, values can overlap the other calls; inactive = mostly below about 53%; note: some results filed as inactive read as strong as hits
Large T inhibition: SV40 large T antigen inhibitors, biochemical (AID 1903); SV40 large T antigen ATPase/helicase inhibition assay; higher % means a stronger effect; one-dose inhibition, % at 20 µM; IC50 in µM for titrated hits; 310,000 compounds, 0.39% hits; in the data active = a potency from the dose series; inconclusive = inhibition mostly from about 32% at the one dose, without a potency; inactive = the rest, 99 in 100 with inhibition below about 32%; note: strong numbers were not always called active
Dengue-2 NS5 capping: Dengue-2 NS5 methyltransferase inhibitors, primary screen, biochemical, confirmation dose response (AID 588689) | Genome polyprotein (Dengue virus type 2 (strain 16681-PDK53)) | Dengue-2 NS5 methyltransferase capping enzyme assay, biochemical; higher % means a stronger effect | one-dose inhibition, % at 25 µM; IC50 in µM for titrated hits | 340,000 compounds, 0.3% hits; in the data active = a potency from the dose series; inconclusive = inhibition above about 29% without an active follow-up result
Siah-1 displacement: Siah-1 peptide-binding antagonists, primary screen, biochemical, fluorescence polarization, rhodamine-plectin, uHTS (AID 1817); E3 ubiquitin-protein ligase SIAH1 (Homo sapiens); Siah-1 / rhodamine-plectin peptide fluorescence polarization; higher % means a stronger effect; displacement, % at 20 µM, or IC50 in µM where a hit was titrated; 290,000 compounds, 0.02% hits;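 active = displacement of at least 50% at 20 µM, with a fluorescence ratio check between 0.3 and a set limit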;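 note: plate controls were Siah plus tracer with DMSO for no effect and tracer alone without Siah for full effect; strong numbers were not always called active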
West Nile virus CPE: West Nile virus antiviral activity, cell-based, CPE readout (AID 1621). 290,000 compounds, 0.02% hits. CPE inhibition, % at 10 µM, or IC50 in µM where a hit was titrated. West Nile virus-infected cells, CPE inhibition; higher % means a stronger effect; in the data active = a potency from the dose series; inconclusive = CPE inhibition mostly from about 3.7% at the one dose, without a potency; inactive = the rest, 99 in 100 with CPE inhibition below about 2.2%; note: strong numbers were not always called active
UTI89 phage lysis: inhibition of K1F phage lysis, E. coli UTI89, bacterial capsule biogenesis inhibitors, alamar blue (AID 488966). E. coli UTI89 K1F phage lysis, alamar blue, 2 h; higher % means a stronger effect. inhibition, % at 100 µM, or IC50 in µM where a hit was titrated. 340,000 compounds, 0.02% hits;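 active = phage lysis inhibition, versus mean bacterial control, above a set limit; inconclusive = no clear call, values can overlap the other calls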;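 note: capsule biogenesis inhibitors block K1F phage lysis so surviving cells raise fluorescence; higher fluorescence means more inhibition of phage lysis; actives were called in the ten point dose series up to 300 µM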
NTR1 ag cell count 20 µM: further read-out of NTR1 ag, marked with its call; cell count; measured here: cell count, cytotoxicity flag
Dengue-2 NS5 capping pilot replicate: recorded beside Dengue-2 NS5 capping, whose call it bears; inhibition, %; measured here: pilot screen replicate inhibition
* marks the source's active call; other numbers are inactive results; ? = inconclusive; . = no result given; [ ] = remark or other dose.

SMILES | NTR1 ag | NTR1 ag cell count 20 µM | RSV CPE inhibition | MgcRacGAP inhibition | AID2073 | Large T inhibition | Dengue-2 NS5 capping | Siah-1 displacement | West Nile virus CPE | UTI89 phage lysis | others
COC(=O)c1sc(NC(=O)c2c(OC)cccc2OC)c(C#N)c1C | 1.8 | 38 | -0.3% | 7% | 15% | 5% | -13% | 2% | 0.1% | 0.0%
COc1ccc(-c2noc(-c3ccoc3C)n2)cc1 | 1.2 | 60 | -1.7% | -5% | 2% | -3% | -4% | -7% | -1.0% | 0.4%
Cc1cc2[nH]c(=O)c(=O)[nH]c2cc1S(=O)(=O)NC1CCCCC1C (stereo not drawn) | 1.4 | 60 | 0.2% | -1% | 26% | . | -8% | 8% | 1.0% | 2.9%
CCCN1CNC(=S)N(Cc2ccccc2)C1 | 0.4 | 44 | 0.5% | 9% | -7% | 10% | -24% | 9% | 0.3% | 0.1%
COc1ccc(S(=O)(=O)N(C)C)cc1NCC(=O)Nc1ccc(Br)cc1F | 2.2 | 42 | 16% | 6% | -3% | 7% | -7% | -2% | -1.5% | 0.5%[50 µM]
O=C(COC(=O)c1c[nH]c2ccccc12)Nc1ccc([N+](=O)[O-])cc1 | -2.0 | 73 | 0.5% | 2% | . | . | -3% | . | . | 0.5%[50 µM]
CCOC(=O)c1c(NC(=O)c2cccc([N+](=O)[O-])c2C(=O)O)sc2c1CCCC2 | -0.5 | 86 | 1.6% | 13% | 10% | 24% | 15% | -4% | 0.5% | 0.2%
CCOC(=O)CCCCCC(=O)Nc1ccc2c(c1)CC(=O)N([C@@H](C)CO)C[C@H](C)[C@@H](CN(C)C(=O)Nc1ccc3c(c1)OCO3)O2 | -1.1 | 59 | . | 9% | . | . | -2% | . | . | 1.0%
COc1cc(OC)cc(C(=O)OCC(=O)NCc2ccco2)c1 | -2.5 | 47 | 0.1% | 3% | . | . | -1% | . | . | 1.3%[50 µM]
CC1CCN(C(=O)c2ccccc2NC(=O)Nc2ccccc2)CC1 | -0.2 | 61 | 1.1% | 1% | 6% | 8% | -2% | -2% | -0.6% | 2.9%[50 µM]
COC(=O)c1ccccc1NC(=O)COC(=O)/C=C/c1ccco1 | 0.5 | 57 | -0.6% | -1% | 9% | 6% | -8% | -6% | -0.1% | 0.0%
c1ccc2c(C3CCO3)cccc2c1 (stereo not drawn) | -2.6 | 59 | -0.7% | 0% | . | . | -5% | . | . | -0.2%
COc1ccc(NS(=O)(=O)c2cccc(C(=O)NN=Cc3ccc(OC)c(O)c3)c2)cc1 | 3.1 | 46 | . | 23% | . | . | -8% | . | . | 3.9%
CC(NC(=O)c1ccc(N(C)C)c([N+](=O)[O-])c1)c1ccc(-n2ccnc2)cc1 (stereo not drawn) | -0.1 | 60 | 1.2% | -1% | 2% | 5% | -4% | -5% | -0.3% | 0.6%[50 µM]
CCOC(=O)c1sc(NC(=O)c2sccc2C)cc1C | 5.6 | 91 | 15% | 6% | 1% | 8% | -1% | -7% | 0.6% | 0.4%
Cc1nn2c3ccccc3n(C)c2nc1=O | 1.0 | 36 | 1.8% | 13% | 31% | 5% | 0% | 4% | 0.3% | 0.4%
O=C(NCCN1CCOCC1)c1c(Cl)cccc1Cl | -0.4 | 55 | 0.0% | -12% | 11% | 8% | 7% | -4% | 0.5% | -2.6%
CC(C)=CCN1CCN(Cc2cccn2-c2nccs2)CC1CCO (stereo not drawn) | -1.1 | 57 | 0.1% | 15% | -12% | 27% | 5% | -6% | -0.9% | 0.3%
CCOc1ccc(OC(=O)C(CCS(C)(=O)=O)N2C(=O)c3ccccc3C2=O)cc1 (stereo not drawn) | -0.6 | 65 | -1.0% | 8% | ? | ? | 4% | 0% | 0.6% | -0.4% | Dengue-2 NS5 capping pilot replicate=1.2
Cc1cccc(N(C(=O)c2csnn2)C(C(=O)NC(C)(C)C)c2cccnc2)c1 (stereo not drawn) | 1.4 | 33 | 3.8% | 6% | 5% | 6% | -9% | -3% | -0.3% | 0.3%
CCc1cccc(NC(=O)CCS(=O)(=O)c2cc3c(cc2C)NC(=O)CO3)c1 | -0.1 | 51 | 1.3% | 4% | -7% | 0% | 6% | 1% | -0.1% | 0.4%
CCOn1c(=O)c(-c2cccc3ccccc23)[n+]([O-])c2ccccc21 | -0.6 | 36 | -1.5% | 7% | -4% | 5% | -3% | -1% | -0.3% | -1.6%
Cc1nn(C)c(Oc2ccccc2)c1CCNS(=O)(=O)c1ccc(Cl)cc1 | 0.5 | 57 | 8.2% | 9% | -10% | 2% | -2% | 2% | -1.0% | -0.7%
CCOc1ccccc1N(CC(=O)NCc1ccncc1)S(=O)(=O)c1ccccc1 | 0.0 | 66 | 1.6% | 3% | 4% | 9% | -5% | 2% | -1.0% | 0.1%
COc1cc2c3nnc(-c4ccc(F)cc4)c-3cn(Cc3cccc(C)c3)c2cc1OC | 124* | 71* | -1.4% | 13% | 17% | -10% | 10% | -5% | -0.1% | -1.1%
CCCCc1[nH]nc2c1C1(C(=O)N(CC)c3ccccc31)C(C#N)=C(N)O2 (stereo not drawn) | 1.8 | 38 | 0.8% | 8% | -6% | 12% | 1% | 0% | -0.1% | 0.7%
O=C(COc1ccc2cc(Br)ccc2c1)N1CCCC1 | 0.5 | 75 | 10% | 8% | 24% | 7% | 5% | -3% | -1.8% | -0.1%[50 µM]
Cc1cccc(C)c1OCC(=O)Nc1ccc2c(c1)C(=O)NC2=O | 1.9 | 38 | 1.1% | 9% | 11% | -5% | -3% | 0% | 0.1% | 0.0%
CCOc1ccccc1N(CC(=O)O)S(=O)(=O)c1ccc(C)cc1 | -2.4 | 88 | 3.2% | 5% | 4% | 0% | -2% | 5% | 0.9% | -1.2%
Clc1cccc(CN2CCSCC2)c1Cl | 0.9 | 57 | 1.6% | 30% | 14% | 1% | 7% | 5% | 0.1% | -0.4%
COc1ccccc1-c1cc(-c2ccccc2)nc(=O)[nH]1 | -0.2 | 99 | 1.6% | 3% | 16% | 8% | 1% | 0% | -0.7% | 0.0%[50 µM]
Nc1ccc2nc(SCC(=O)N3CCN(c4ccccc4)CC3)sc2c1 | 3.5 | 53 | 1.0% | -3% | 17% | 21% | 2% | 9% | -0.3% | -2.1%
Nc1c(C(=O)CSc2ccccn2)c(=O)[nH]c(=O)n1C1CC1 | 2.1 | 56 | 0.4% | 1% | . | . | 2% | . | . | 0.5%[50 µM]
CC(=O)NS(=O)(=O)c1ccc(N2C(=O)c3ccccc3C2=O)cc1 | -0.2 | 42 | 0.4% | 8% | -10% | -5% | -13% | 5% | 0.2% | 1.2%
Cc1cccc(OC(=O)c2sc3ncn(C)c(=O)c3c2C)c1 | 6.2 | 64 | 2.5% | 5% | 2% | 20% | . | 4% | . | 1.4%
Cc1c(-c2ccccc2)[n+](=O)c2c(n1[O-])CCCCC2 | 2.6 | 63 | 1.3% | 5% | 6% | 15% | -6% | 1% | 0.6% | 0.4%[50 µM]
Cc1cc(NC(=O)c2ccc(Cl)cc2Cl)n(-c2ccccc2)n1 | -2.1 | 50 | . | 4% | . | . | 2% | . | . | -5.4%
Cc1cccc(-n2c(=S)[nH]c3c(oc4ccccc43)c2=O)c1 | . | . | 0.8% | 17% | 25% | 7% | -9% | -6% | -0.3% | -0.7%
Cc1cc(C(=O)N/N=C/c2cccnc2)cs1 | 0.4 | 40 | 0.6% | 3% | 2% | 1% | -2% | 4% | 0.0% | -0.1%
CN(C)CCCN(C(=O)c1ccc(S(=O)(=O)N2CCc3ccccc3C2)cc1)c1nc2ccc(F)cc2s1 | 29 | 35 | 47% | 11% | 14% | 6% | -11% | -6% | -1.3% | 0.1%
O=C(Nc1ccccc1C(=O)N1CCCC1)c1ncoc1-c1cccc(Cl)c1 | 0.8 | 36 | 2.2% | 6% | 12% | -3% | 6% | -4% | -0.5% | 0.2%
O=[N+]([O-])c1cc(C(F)(F)F)ccc1Sc1ccccn1 | 0.7 | 53 | 3.3% | -12% | 7% | 10% | 4% | 1% | -0.9% | 2.5%[50 µM]
C/C(=N/NC(=O)CCc1ccccc1)c1ccc2c(c1)OCO2 | 1.6 | 57 | -0.2% | 7% | 5% | -4% | -1% | 1% | -0.2% | 0.2%
CCCN1CCC(=O)N([C@H](COc2ccccc2)CC(C)C)CC1 | 1.7 | 92 | -2.4% | 11% | 6% | 2% | -3% | 0% | -1.2% | 0.9%
COc1ccc(C(=O)NC(=O)COC(=O)CCS(=O)(=O)c2ccc(C)cc2)cc1 | 1.4 | 87 | . | 9% | . | . | 0% | . | . | 1.0%[50 µM]
COc1cccc(-c2ccc(=O)n(CC(=O)Nc3ccc(S(=O)(=O)NCC(C)C)cc3)n2)c1 | -0.2 | 106 | 6.3% | . | 24% | . | . | -5% | -0.6% | .
CC[C@@H](C)[C@@H]1CN([C@@H](CN2CCC[C@H]2CN2C(N)=NC[C@H]2C(C)C)C(C)C)C(=N)N1CCCC1CCCC1 | -2.7 | 39 | . | 12% | . | . | -2% | . | . | 0.8% | Dengue-2 NS5 capping pilot replicate=-0.3
COc1cc(/C=C2\C=CC(=O)O2)cc(OC)c1 | -0.7 | 90 | 7.0% | 6% | 9% | 5% | -16% | -5% | -0.2% | 0.3%
COC(=O)CSc1nc(N)nc(C)c1Br | 0.2 | 53 | 0.5% | 12% | -6% | 4% | -3% | -1% | -0.6% | 0.5%

Assay outcomes (PubChem)
